# TDP1 cell noCPT: qHTS for Inhibitors of human tyrosyl-DNA phosphodiesterase 1 (TDP1): qHTS in cells in absence of CPT; DT40 Tdp1-/- hTDP1 cells, no CPT, ATP luminescence, 48 h; Potency, µM (series often up to 46.2 µM), for inactives: at the top dose activity change, negative = growth inhibition, most hits filed as inhibitors; 420,000 compounds, 15% hits; AID 686978, 2013; also: nearly all actives have a fitted effect of over 55% in size
#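 A cellular qHTS used chicken DT40 cells lacking endogenous Tdp1 but carrying stably transfected human TDP1. Compounds were applied without camptothecin, and cell growth kinetics were judged by ATP-dependent luminescence after ≥48 hr.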
# KAT2A inh: GCN5L2 (KAT2A) acetyltransferase inhibition; Q92830; 390,000 compounds, 0.21% hits; AID 504327; GCN5L2 HAT assay, ThioGlo1 CoA-SH fluorescence; Potency, µM (top dose mostly 58.9 µM), for inactives: top-dose activity change, negative = inhibition, most hits filed as inhibitors
# Target sequence (Q92830 whole entry, looked up): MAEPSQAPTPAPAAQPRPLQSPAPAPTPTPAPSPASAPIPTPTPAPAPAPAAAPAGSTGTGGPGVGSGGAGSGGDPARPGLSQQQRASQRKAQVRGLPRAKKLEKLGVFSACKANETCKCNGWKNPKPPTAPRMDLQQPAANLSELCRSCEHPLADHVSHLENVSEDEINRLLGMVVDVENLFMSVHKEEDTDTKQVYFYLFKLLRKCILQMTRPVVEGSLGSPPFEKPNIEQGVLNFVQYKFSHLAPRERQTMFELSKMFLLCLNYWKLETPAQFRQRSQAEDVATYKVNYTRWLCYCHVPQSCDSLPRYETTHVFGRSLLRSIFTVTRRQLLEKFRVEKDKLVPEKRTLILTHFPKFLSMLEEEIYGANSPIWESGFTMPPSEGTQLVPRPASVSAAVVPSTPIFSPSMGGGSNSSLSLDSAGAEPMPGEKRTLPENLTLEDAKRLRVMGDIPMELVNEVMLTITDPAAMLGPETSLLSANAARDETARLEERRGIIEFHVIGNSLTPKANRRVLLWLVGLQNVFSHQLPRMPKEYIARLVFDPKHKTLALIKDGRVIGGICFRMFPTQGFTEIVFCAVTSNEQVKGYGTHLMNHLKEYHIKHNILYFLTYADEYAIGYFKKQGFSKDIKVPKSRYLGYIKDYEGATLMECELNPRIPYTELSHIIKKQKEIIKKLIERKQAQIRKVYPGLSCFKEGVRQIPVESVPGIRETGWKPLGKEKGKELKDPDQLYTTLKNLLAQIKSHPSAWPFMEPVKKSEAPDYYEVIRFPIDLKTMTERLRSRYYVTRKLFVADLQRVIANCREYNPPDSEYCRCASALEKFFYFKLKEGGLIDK
#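 ThioGlo1-coupled HAT assay: 20nM GCN5L2, 70uM acetyl-CoA, 75uM H3(1-25) peptide, pH 7.5. Fluorescence read at 340/540nm at start and after 20 min at room temperature.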
# TDP1 cell CPT: DT40-hTDP1 cell growth loss with CPT; chicken DT40 Tdp1-/-;hTDP1 cells + 20 nM CPT, ATP luminescence, 48 h; Potency, µM (titrated, usually from 46.2 µM), without a hit: top-dose activity change, negative = growth inhibition, usual class: inhibitors; 420,000 compounds, 12% hits; also: nearly all actives have a fitted effect of over 55% in size
#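 Chicken DT40 Tdp1-/- cells stably complemented with human TDP1 were seeded at 400 cells/well in medium containing 20 nM camptothecin, exposed to pin-transferred compounds, and grown at 37 °C for at least 48 hr. Viability was read as ATP luminescence.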
# Starred values were filed as active, the others as inactive; u = inconclusive; x = not tested or not shown; & = joins results of further samples; [ ] = remark or other dose. Calls follow the shape of the dose curve; as a rule, active = well fitted curve in the direction sought with a large enough effect; inconclusive = small, poorly fitted or top-dose-only effect, or another doubt; inactive = no such curve, though single readings can be large; an effect the other way counts as inactive or inconclusive. % is scaled to controls: 0 for no effect and ±100 for the full control effect; potency is read from the fitted curve at half-maximal effect.
mol	TDP1 cell CPT	KAT2A inh	TDP1 cell noCPT
COc1ccc(/C=C/c2nc(C#N)c(N3CCCCCC3)o2)cc1OC	12µM*	-8%	8.2µM*
COc1ccccc1NC(=O)CN(C)S(=O)(=O)c1ccc2c(c1)CCC(=O)N2	-19%	-6%	-5%
COc1cccc(C(=O)NNC(=O)c2ccccc2-n2cccc2)c1	-1%	-1%	3%
COC(=O)CNC(=O)CN1C(=O)N(c2ccc(Cl)cc2)C(N(O)C(=O)Nc2ccc(Cl)cc2)C1(C)C (centres undefined)	-6%	2%	5%
Cc1ccc(N(CN2CCCC2=O)C(=O)c2ccc(OC(C)C)cc2)cc1	u	2%	u
N#C/C(=C\c1c(Cl)cccc1Cl)c1nn(-c2ccccc2)c(-n2cccc2)c1C#N	26µM*	0%	21µM*
COCCCNC(=O)C1CCC(CNS(=O)(=O)c2ccc3c(c2)CC(C)N3C(=O)C2CC2)CC1 (centres undefined)	-28%	-19%	3%
CC1CCCN(CC(=O)NC(=O)NC2CCCCC2)C1 (centres undefined)	12%	-1%	-11%
Cc1nn(Cc2ccc(F)cc2)c(C)c1NC(=O)c1cc(-c2ccc3c(c2)OCO3)on1	u	-7%	13µM*
CN(Cc1ccccc1)S(=O)(=O)c1ccc2c(c1)NC(=O)CC(=O)N2	6%	-1%	-3%
CC(C)(C)S(=O)(=O)/C(C#N)=C/Nc1ccccn1	6%	-4%	11%
Cc1ccc(S(=O)(=O)NC2=NCN(C3CCN(Cc4ccccc4)CC3)CN2)cc1	-15%	-9%	-33%
CC1=C(C(=O)OCc2ccccc2)C(c2ccc(-c3ccccc3)cc2)NC(=O)N1CCCCCC(=O)O (centres undefined)	u	u	-24%
NC(=O)c1cnn(-c2ccc3ccccc3c2)c1N	24%	2%	u
COc1ccc(CCCc2nnc(SCC(=O)Nc3ccc(F)cc3)o2)cc1C	-13%	0%	-17%
CCNC(=O)COC(=O)CCC(=O)c1ccc(F)cc1	-7%	-9%	10%
COC(=O)c1cc(Nc2cc(C)c3c(O)cccc3n2)cc(C(=O)OC)c1	21µM*	-5%	13µM*
CC(=O)N1CCc2cc(S(=O)(=O)CCC(=O)NCc3ccc4c(c3)OCO4)ccc21	-26%	-2%	-15%
COc1c2ccoc2c(OC(C)=O)c2oc(C)cc(=O)c12	-22%	2%	u
CC(O)(c1ccccc1)c1nc(-c2ccccc2)cs1 (centres undefined)	21µM*	x	u
O=C(CSc1nc2c(oc3ccccc32)c(=O)[nH]1)Nc1cccc(Cl)c1	u	-11%	-29%
CCc1nc(N[C@H](C(=O)O)C(C)C)c2oc3ccccc3c2n1	-9%	-9%	u
CC1=C(SCCC#N)S/C(=C2\SC(C)=C(SCCC#N)S2)S1	-28%	-19%	u
COCCNC(=O)c1ccc(N2CC3CC(C2)c2cccc(=O)n2C3)c(NC(=O)c2ccc(F)cc2)c1 (centres undefined)	-11%	-3%	25%
O=C(Nc1ccccc1)N(Cc1ccccc1)Cc1ccccc1	u	0%	u
OC(c1ccc(Cl)c(F)c1)c1ncc(-c2ccc(Cl)cc2)[nH]1 (centres undefined)	u	x	u
c1ccc(Cn2nnnc2C(c2cccnc2)N2CCN(C3CCCCC3)CC2)cc1 (centres undefined)	-8%	-4%	-25%
Oc1cccc(C(=S)N2CCN(Cc3ccccc3)CC2)c1	-16%	-3%	-5%
CSC1=NCCN1C(=O)c1ccc(S(=O)(=O)N2CCCC2)cc1	-5%	-11%	-20%
CCOc1ccc(NC(=O)CN(C)C(=O)c2c(-c3ccccc3Cl)noc2C)cc1OCC	u	0%	u
O=c1cc(CNc2cc(C(F)(F)F)cc(C(F)(F)F)c2)nc2sccn12	u	-5%	u
COc1ccc(OC)c(NC(=O)C2CCCCC2)c1	0%	1%	-3%

# Next section, starting with the last 5 of the part before.
mol	TDP1 cell CPT	KAT2A inh	TDP1 cell noCPT
Oc1cccc(C(=S)N2CCN(Cc3ccccc3)CC2)c1	-16%	-3%	-5%
CSC1=NCCN1C(=O)c1ccc(S(=O)(=O)N2CCCC2)cc1	-5%	-11%	-20%
CCOc1ccc(NC(=O)CN(C)C(=O)c2c(-c3ccccc3Cl)noc2C)cc1OCC	u	0%	u
O=c1cc(CNc2cc(C(F)(F)F)cc(C(F)(F)F)c2)nc2sccn12	u	-5%	u
COc1ccc(OC)c(NC(=O)C2CCCCC2)c1	0%	1%	-3%
COCC1CCN(Cc2cn(C)nc2-c2cccc(Cl)c2)C1 (centres undefined)	8%	-1%	-1%
CCN(CC)S(=O)(=O)c1ccc(N2CCOCC2)c(NC(=O)COc2ccccc2C#N)c1	u	-11%	3%
CCOC(=O)c1cc(C(=O)NCc2ccc(Cl)cc2Cl)nn1C	-22%	-2%	-12%
NC(=O)c1nn2c(C(F)(F)F)cc(-c3ccc(Br)cc3)nc2c1Cl	u	12%	u
Cc1ccc(OCCNC(=O)c2ccc(NC(=O)CC3SC(N4CCCC4)=NC3=O)cc2)cc1 (centres undefined)	-16%	1%	u
Cc1cc(C(=O)Nc2cnc3ccccc3c2)ccc1[N+](=O)[O-]	6%	2%	-2%
CCOC(=O)c1c(C)n(-c2ccccc2)c2ccc(OC(=O)c3cccc(Cl)c3)cc12	u	-5%	26µM*
COc1ccc(-n2c(N)c(C(=O)NCc3ccco3)sc2=S)cc1	-13%	-8%	-2%
CN(C)S(=O)(=O)c1ccc(Cl)c(NC(=O)COC(=O)c2ccc(O)cc2)c1	7%	-10%	6%
COc1ccc(OCC(=O)N(Cc2cccs2)c2ccc(OC)cc2)cc1	16µM*	-15%	23µM*
N[C@H](CO)Cc1cnc[nH]1	7%	-11%[0.501 µM]	-15%
Cc1cc(-c2ccccc2)c2c(=O)[nH][nH]c2n1	-1%	2%	6%
CCOc1ccc2nc(Cl)c(C3CC(c4ccc(C)cc4)=NN3C(=O)CCC(=O)O)cc2c1 (centres undefined)	3%	-5%	-17%
COC(=O)c1ccccc1NC(=S)NC(=O)c1ccccc1F	-10%	0%	u
Cc1c(NC(=O)c2cccc(NC(=O)Cc3ccc(Cl)cc3)c2)c(=O)n(-c2ccccc2)n1C	u	1%	-3%
CC(C)Cc1ccc(CN2C(C(C)C)C(=O)N(Cc3cn(CCC4OCCO4)nn3)CCS2(=O)=O)cc1 (centres undefined)	u	x	18µM*
CCc1ccc(S(=O)(=O)c2cn(Cc3ccccc3F)c3cc(OC)c(OC)cc3c2=O)cc1	15µM*	-4%	u
COc1ccc(S(=O)(=O)N2CCC(C(=O)NCCN3CCOCC3)CC2)cc1	-6%	-3%	1%
COc1ccccc1CN(C)C(=O)C1COc2ccccc2O1 (centres undefined)	u	-11%	-8%
Cn1nc(-c2ccc(C(=O)Nc3ccc(F)cc3)cc2)c2ccccc2c1=O	u	1%&-6%	u
Cc1ccc(NC(=O)Nc2ccc(F)c(Cl)c2)cc1	u	-8%	23µM*
Cc1cc(C)c(NC(=O)COc2ccccc2C(=O)Nc2ccc3c(c2)oc2ccccc23)c(C)c1	u	-5%[0.501 µM]	-2%
c1ccc(-c2ccc(OCCCNC3CCCC3)cc2)cc1	15µM*	0%	u
Cc1c(N(C(=O)c2cc(=O)[nH]c3ccccc23)C(C)C)c(=O)n(-c2ccccc2)n1C	3%	-7%	-10%
Cc1ccc(CSc2nc(=O)c3c(C)cc(C)nc3n2C2CC2)cc1	21µM*	0%	21µM*
Cc1noc(C)c1-c1nccc(N(C)Cc2ccco2)n1	-4%	-9%	32%[activator]
CCOc1ccccc1Nc1ccc2cc(S(=O)(=O)N3CCCCC3)ccc2n1	u	-8%	18µM*
CCc1nc2nc(C)c(NS(=O)(=O)c3ccc(Cl)cc3)c(=O)n2[nH]1	6%	-1%	4%
CC1(C)CC(NC(=O)c2ccc(Cl)cc2)CC(C)(C)N1	8%	-9%	-1%
CCOC1=C2[C@H](c3ccccc3)N(S(=O)(=O)c3ccc(C)cc3)C(C(C)(C)C)[C@H]2n2c(=O)n(-c3ccccc3)c(=O)n2C1 (some centres undefined)	-7%	x	-14%
COc1ccc(C(Nc2ccccn2)c2c(NC(=O)c3ccco3)sc(C)c2C)cc1OC (centres undefined)	u	-16%	u
CCc1ccc(NC(=O)CSc2nc(-c3cccc(OC)c3)nc3c2Cc2c(CO)cnc(C)c2O3)cc1	6.5µM*	-4%	7.3µM*
CC1Cc2ccccc2N1CC(=O)NC(=O)NCc1ccccc1 (centres undefined)	1%	-5%	1%
CSc1ncccc1C(=O)N1CCCC(C(=O)c2cc(F)ccc2F)C1 (centres undefined)	u	-17%	u
COC(=O)C[C@H]1CC[C@@H]2[C@H](COC[C@H](O)CN2S(=O)(=O)c2ccccc2OC)O1	2%	x	6%
Cn1c2ccccc2c2cc(/C=C(\NC(=O)c3ccccc3)C(=O)NCC(=O)O)ccc21	8%	-8%	8%
O=C(CSc1nnc(-c2ccc(F)cc2)c2ccccc12)Nc1cccc(Cl)c1	u	-6%	u
Cc1cccc(C)c1NC(=O)C(c1ccccc1)N1CCN(c2ccc(C(F)(F)F)cn2)CC1 (centres undefined)	23µM*	x	u
CC(C)CNC(=O)c1cccc(NC(=O)c2ccc3c(c2)C(=O)N(C)C3=O)c1	-9%	-3%	-15%
NS(=O)(=O)c1ccc(CCNC(=O)c2ccc3nc(CCc4ccccc4)oc3c2)cc1	u	-9%	-8%
Fc1cccc(-c2nnn3c2nc(NC2CCCCC2)c2ccccc23)c1	u	-1%	26µM*
CCOC(=O)c1c(C)n(C)c2c(C)cc(O)c(OC(=O)CC)c12	7.3µM*	-5%	u
CCCc1cc(=O)oc2cc(C)c3c(-c4ccccc4)coc3c12	u	-7%	u
CC1=C(C(=O)OCc2ccccc2)C(c2ccc([N+](=O)[O-])cc2)NC(=O)N1C (centres undefined)	-28%	-12%	-22%
CC(=O)Nc1ccc2c(CN3C(=O)NC(C)(c4ccc(C)cc4)C3=O)cc(=O)oc2c1 (centres undefined)	u	u	u
O=C(CSc1ccccc1)NC1CCCCCCC1	-12%	-1%	-4%
Cc1cc(=O)n(C(C)C(=O)N2CCCc3ccccc32)c2c1c(C)nn2-c1ccccc1 (centres undefined)	16µM*	-10%	u
CSc1ccc(NC(=O)C2(C)CCN2C(=O)c2cc(C)n(C)n2)cc1 (centres undefined)	u	x	21µM*

# Compounds shown so far that contain a COOH group (4):
mol	TDP1 cell CPT	KAT2A inh	TDP1 cell noCPT
CC1=C(C(=O)OCc2ccccc2)C(c2ccc(-c3ccccc3)cc2)NC(=O)N1CCCCCC(=O)O (centres undefined)	u	u	-24%
CCc1nc(N[C@H](C(=O)O)C(C)C)c2oc3ccccc3c2n1	-9%	-9%	u
CCOc1ccc2nc(Cl)c(C3CC(c4ccc(C)cc4)=NN3C(=O)CCC(=O)O)cc2c1 (centres undefined)	3%	-5%	-17%
Cn1c2ccccc2c2cc(/C=C(\NC(=O)c3ccccc3)C(=O)NCC(=O)O)ccc21	8%	-8%	8%

# The list continues:
mol	TDP1 cell CPT	KAT2A inh	TDP1 cell noCPT
CN(C)N1C(N)=C(C#N)C(c2cccs2)C2=C1CC(C)(C)CC2=O (centres undefined)	-2%	1%	-10%
CN(C)CCNC(=O)c1cccc(-c2cnc3c(NC=O)cc(-c4cccc(F)c4)cn23)c1	u	x	u
COc1ccccc1NC(=O)CCc1nc2sc3c(c2c(=O)[nH]1)CCCC3	12µM*	u	2.9µM*
O=C(CSc1ncccn1)NC(=O)NCc1ccco1	-27%	-12%	-10%
NS(=O)(=O)c1ccc(NC(=O)COC(=O)CCc2nc3ccccc3c(=O)[nH]2)cc1	-21%	-10%	6%
CCc1cccc(NC(=O)Cn2nc(CC)n3c(cc4cc(C)ccc43)c2=O)c1	u	-8%	u
CN(C)C(=O)N1CCC(C(=O)NCc2ccccc2)CC1	-10%	1%	-11%
CC(=O)c1ccc(NC(=O)CSc2nnc(NC(=O)CN3CCOCC3)s2)cc1	0%	-2%	4%
COc1cc2cc(Oc3ccc4ccc(=O)oc4c3)c(=O)oc2cc1OC(=O)/C=C/c1ccccc1	-6%	10%	-11%
COc1ccc(CCNC(=O)c2ccc(S(=O)(=O)N(C)c3ccccc3)cc2)cc1OC	u	-2%	23µM*
CCc1ccc(N2C(=O)C(Cl)=C(N3CCCCCC3)C2=O)cc1	u	-2%	-20%
CCCSc1nnc(CNC(=O)C23CC4CC(CC(C4)C2)C3)n1Cc1ccccc1	16µM*	-10%	u

# Only part of the results is shown; the hit share may differ from the screen's.
